# Screening results from PubChem.
# 14-3-3 PPI: alters human 14-3-3 gamma binding to Raf peptide; P61981; FP, 14-3-3gamma / TMR-pS259-Raf peptide binding; inhibition, % at 40 µM; 160,000 tested, 0.19% active; in the data active = inhibition above about 30%;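 note: 0% = protein plus tracer without compound and 100% = blank with tracer alone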
# Target sequence (P61981 whole entry, looked up): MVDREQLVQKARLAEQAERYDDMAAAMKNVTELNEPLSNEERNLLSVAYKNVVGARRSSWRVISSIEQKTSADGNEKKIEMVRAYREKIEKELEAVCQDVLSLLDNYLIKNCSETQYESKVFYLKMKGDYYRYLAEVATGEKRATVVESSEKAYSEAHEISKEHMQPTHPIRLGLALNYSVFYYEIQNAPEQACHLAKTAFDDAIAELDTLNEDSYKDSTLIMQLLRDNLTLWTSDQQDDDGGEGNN
# An asterisk follows results filed as active; & = joins results of further samples. Not all compounds are listed. The share of hits here may be higher or lower than overall.
# Start of the data: the first 6 entries as a preview:
cpd	molecule	14-3-3 PPI
1	CCCNc1nc2c(c(=O)n(C)c(=O)n2C)n1Cc1ccccc1	0
2	COc1ccc(CCNC(=O)c2ccc3c(c2)N(Cc2ccccc2C)C(=O)CS3)cc1OC	-2
3	COc1ccc(NC(=O)c2ccc(Cl)c([N+](=O)[O-])c2)cc1	-8
4	COCCSc1ccccc1C(=O)NCC1CCCO1 (stereo unspecified)	-7
5	COc1ccc(NC(=O)COc2nc(N(C)C)nc(N(C)C)n2)cc1	2
6	Cc1ccc(CNC(=O)c2cnn3c(C)c(Cc4ccc(F)cc4)c(C)nc23)cc1	-10

# This part in full, previewed entries included:
cpd	molecule	14-3-3 PPI
1	CCCNc1nc2c(c(=O)n(C)c(=O)n2C)n1Cc1ccccc1	0
2	COc1ccc(CCNC(=O)c2ccc3c(c2)N(Cc2ccccc2C)C(=O)CS3)cc1OC	-2
3	COc1ccc(NC(=O)c2ccc(Cl)c([N+](=O)[O-])c2)cc1	-8
4	COCCSc1ccccc1C(=O)NCC1CCCO1 (stereo unspecified)	-7
5	COc1ccc(NC(=O)COc2nc(N(C)C)nc(N(C)C)n2)cc1	2
6	Cc1ccc(CNC(=O)c2cnn3c(C)c(Cc4ccc(F)cc4)c(C)nc23)cc1	-10
7	CN(C)C=NC(=O)/C(C#N)=C1\CCc2ccccc2N1	-6
8	COc1cccc(-n2c(=O)c3cc(OC)c(OC)cc3n(CC(=O)Nc3ccc(Br)cc3)c2=O)c1	-11
9	Cc1ccc(-c2cc(C(F)(F)F)n3ncc(C(=O)NC4CCCCC4)c3n2)cc1	-5
10	CSCCOC(=O)c1[nH]c2c(c1C)C(=O)CC(c1ccc(C(C)(C)C)cc1)C2 (stereo unspecified)	-6
11	COc1cc(Br)cc(C2NC(=O)c3c(sc4c3CCN(C)C4)N2)c1O (stereo unspecified)	-118
12	O=C(CCC1N=C2c3ccccc3N=C(SCc3cccc([N+](=O)[O-])c3)N2C1=O)NCc1ccc(F)cc1 (stereo unspecified)	-15
13	CC1CCC2C(=O)N(c3ccc(Br)cc3)C(=O)C2C1 (stereo unspecified)	-1
14	CCN(CC)C(=O)COc1ccc2oc(C)c(C(=O)OC(C)C)c2c1	-2
15	CCOC(=O)c1c(NC(=O)C(C)Sc2c[nH]c3ccccc23)sc2c1CCCCC2 (stereo unspecified)	0
16	CCC(C(=O)Nc1ccccc1C(=O)N1CCCC1)N1C(=O)c2ccccc2C1=O (stereo unspecified)	-5
17	COc1ccc(S(=O)(=O)CCC(=O)N2CCc3ccccc32)cc1	-34
18	CCN1CCN(C(=O)Cn2ncc3ccsc3c2=O)CC1	0
19	C=CCSc1ncccc1C(=O)NCc1ccccc1OC	1
20	COc1c(C)cccc1C(=O)Nc1cc(-c2nn3c(C)nnc3s2)ccc1C	3
21	CCOC(=O)c1ccc(NC(=O)Nc2c(C)nn(C)c2C)cc1	-1
22	Cn1c(=O)c2c(nc(NCCCO)n2Cc2ccccc2F)n(C)c1=O	-2
23	OC1CCN(C(c2ccc3ncccc3c2)c2nnnn2C2CCCCC2)CC1 (stereo unspecified)	4
24	O=C(CCCN1C(=O)c2ccccc2C1=O)Nc1c2c(nc3c1CCC3)CCC2	-5&-6
25	CCCCc1ccc(NC(=O)c2cnc3sccn3c2=O)cc1	-18

cpd	molecule	14-3-3 PPI
26	Cc1cc(OCc2ccc([N+](=O)[O-])cc2)c(C(C)C)cc1CCl	-10
27	CCSc1nnc(NC(=O)C2CCCN(S(=O)(=O)c3cnc[nH]3)C2)s1 (stereo unspecified)	0
28	Cc1ccc(NS(=O)(=O)c2ccc(F)cc2)nc1	3
29	CC(Sc1oc(-c2ccco2)nc1S(=O)(=O)c1ccc(F)cc1)c1ccccc1 (stereo unspecified)	-99
30	Cc1ccc(C)n1-c1ccccc1C(F)(F)F	-35
31	Cc1cc(C)n2nc(C(=O)OCCOc3ccc(F)cc3)nc2n1	-11
32	COC(=O)c1ccc(NC(=O)CSc2nnc(COc3ccc4c(c3)CCCC4)o2)cc1	3
33	CCOc1cccc(C2Nc3ccccc3-c3nnc(SC)nc3O2)c1OC (stereo unspecified)	-1
34	COc1cccc(-c2nnc(SCC(=O)N3CCCC3)o2)c1	1
35	COc1ccc(-n2nc(C(=O)NCC(=O)NCc3ccco3)c3ccccc3c2=O)cc1Cl	-7&-9
36	CC1CN(Cc2nc3c(c(=O)n(C)c(=O)n3C)n2Cc2cccc(Cl)c2)CC(C)O1 (stereo unspecified)	2
37	CCOc1cc(C(=O)Nc2ncccn2)cc(OCC)c1OCC	2
38	Cc1ccc(NC2SC(=O)N(Cc3cccc(C(=O)O)c3)C2=O)cc1 (stereo unspecified)	-10
39	COc1cccc(NS(=O)(=O)c2ccc3[nH]cc(C(=O)N4CCCCC4C)c(=O)c3c2)c1 (stereo unspecified)	-11
40	CSc1nnc2c(n1)OC(c1ccc(C(C)C)cc1)Nc1ccccc1-2 (stereo unspecified)	-21
41	COc1ccc(C2CC3(CC(C)(C)NC(=O)N3)Oc3cc(O)ccc32)cc1 (stereo unspecified)	-3
42	O=c1oc2c3c4c(cc2cc1-c1nc2ccccc2[nH]1)CCCN4CCC3	-48
43	CC1CC(C)CN(C(=O)CCCn2c(=S)[nH]c3ccccc3c2=O)C1 (stereo unspecified)	-2
44	Cc1ccc(C2CC(c3ccc(I)cc3)Nc3nnnn32)cc1 (stereo unspecified)	7
45	Cc1ccc(NC(=O)Cc2c(O)c3ccccc3[nH]c2=O)cc1	3
46	CC(=O)c1cccc(NC(=O)c2cccc(S(=O)(=O)N(C)C)c2)c1	9
47	O=[N+]([O-])c1cc(C(F)(F)F)ccc1N1CCN(c2ccc(C(F)(F)F)cc2[N+](=O)[O-])CC1	4
48	CC1CCN(C(=O)c2cc(-c3ccc4c(c3)OCO4)on2)CC1	-8
49	CCCOC(=O)C(CC)Oc1ccc2c3c(c(=O)oc2c1C)CCC3 (stereo unspecified)	-10
50	CCOc1ccccc1N1CN(CCc2ccccc2)CNC1=S	-1

cpd	molecule	14-3-3 PPI
51	CC(=O)Nc1ccc(Nc2nc(-c3ccccc3)c3cc(C)ccc3n2)cc1	-5
52	COCCN1C(=O)c2ccccc2C(C(=O)N2CCN(c3cccc(C(F)(F)F)c3)CC2)C1c1cn(C)c2ccccc12 (stereo unspecified)	1
53	N#CCSc1nnc(Cc2ccc3c(c2)OCO3)o1	0
54	Cc1ccc(CNC(=O)CCCn2c(=O)c3ccccc3n(CC(N)=O)c2=O)cc1	12
55	CCOC(=O)C1=C(C)N(C)C(=O)NC1c1cc2c(cc1[N+](=O)[O-])OCO2 (stereo unspecified)	-14
56	O=C(O)C1C2CC=CC2c2cc(Cl)cc3c2N1CC1CC=CC31 (stereo unspecified)	-196
57	Cc1ccc(Cn2nc(C)c(NC(=O)c3cc(-c4ccc(F)cc4)on3)c2C)cc1	-15
58	COc1ccc(-c2oc3ncn4nc(COc5ccccc5)nc4c3c2-c2ccc(OC)cc2)cc1	-1&-1
59	CC(C)(C)c1ccc2[nH]c3c(c2c1)CCCC3=O	-8
60	C=CCSc1nnc2c(n1)OC(c1ccccc1OC)Nc1ccccc1-2 (stereo unspecified)	-9
61	CCOc1ccc(C(=O)Nc2ccc3nn(-c4ccc(OC)cc4)nc3c2)cc1Cl	-10
62	CCOC(=O)c1c(-c2ccc(OC)cc2)csc1NC(=O)c1ccccc1Cl	-3
63	Cc1onc(-c2ccccc2Cl)c1C(=O)NCc1ccc2c(c1)cc(C)n2C	-5
64	CSc1ccc(-c2nc(-c3cccs3)c(-c3cccs3)[nH]2)cc1	-23
65	CCC(CO)NCC(O)CN1c2ccccc2Sc2ccccc21 (stereo unspecified)	-2
66	CN1C(=S)SC(C)(C)C1(C)NO (stereo unspecified)	6
67	CCN(CCCNC(=O)c1cn(C2CCCCC2)c(=O)c2c1c1ccccc1n2C)c1ccccc1	9
68	Cc1ncc(CO)c2cc(C(=O)Nc3ccc(C(N)=O)cc3)c(=O)oc12	-6
69	CC(C)OC(=O)Cn1c(=O)oc2ccccc21	4
70	Cn1c(=O)oc2cc(S(=O)(=O)Nc3cccc(F)c3)ccc21	3
71	CCN(CC)C(=O)CSc1c2c(nc3ccc(Cl)cc13)CCCC2	-3
72	Cc1cc(NC(=O)CSc2nnc(CNC(=O)c3cccs3)o2)no1	-3
73	COc1ccc(NC(=O)CC2C(=O)N(C)C(=S)N2CCc2ccc(Cl)cc2)cc1 (stereo unspecified)	-1
74	CCC(Sc1nc(-c2ccccc2)c(C#N)c(=O)[nH]1)C(=O)Nc1cc(C)on1 (stereo unspecified)	-4
75	C=CCN1C(=O)C2(NC(CC(C)C)C3C(=O)N(Cc4ccccc4)C(=O)C32)c2ccccc21 (stereo unspecified)	-3

# Five compounds already listed, sorted by the number in 14-3-3 PPI, largest number first.
cpd	molecule	14-3-3 PPI
52	COCCN1C(=O)c2ccccc2C(C(=O)N2CCN(c3cccc(C(F)(F)F)c3)CC2)C1c1cn(C)c2ccccc12 (stereo unspecified)	1
53	N#CCSc1nnc(Cc2ccc3c(c2)OCO3)o1	0
72	Cc1cc(NC(=O)CSc2nnc(CNC(=O)c3cccs3)o2)no1	-3
51	CC(=O)Nc1ccc(Nc2nc(-c3ccccc3)c3cc(C)ccc3n2)cc1	-5
56	O=C(O)C1C2CC=CC2c2cc(Cl)cc3c2N1CC1CC=CC31 (stereo unspecified)	-196

# Next records:
cpd	molecule	14-3-3 PPI
76	O=C1CC(C(=O)Nc2cccc(C(F)(F)F)c2)C2(CCCCC2)O1 (stereo unspecified)	-1
77	Cc1sc2nc3c(C(=O)NCCC4=CCCCC4)cccn3c(=O)c2c1C	13
78	O=C(Cn1c(=O)c2sccc2n(Cc2ccc(Cl)cc2)c1=O)NCCc1ccccc1	-6
79	CC(C)COC(=O)NCC12C=CC(O1)C1C(=O)N(c3ccc(Cl)cc3)C(=O)C12 (stereo unspecified)	3
80	COc1ccc(C2C(C(=O)OCC3CCCO3)=C(C)NC3=C2C(=O)CCC3)cc1OCc1ccccc1 (stereo unspecified)	3
81	CCOC(=O)Nc1ccc2c(c1)N(C(=O)N(C)C)c1ccccc1CC2	2
82	CSc1nsc(SC)c1NC(=O)OCC1CCCO1 (stereo unspecified)	-2
83	O=C(O)c1csc2c1CCCC2	-4
84	O=C(c1cnn2c(C(F)(F)F)cc(-c3ccc(Br)cc3)nc12)N1CCCC1	3
85	Cc1cccc2cc(C(c3nnnn3C(C)(C)C)N3CCN(C(=O)c4ccco4)CC3)c(=O)[nH]c12 (stereo unspecified)	0
86	COC(=O)c1cn(C(=O)c2ccc([N+](=O)[O-])c(C)c2)c2ccccc12	-21
87	CCCCOc1cccc(NC(=O)CSc2nccn2C)c1	-6&5
88	Cn1c(=O)c2c(SCc3ccc(F)cc3)nc(-c3cccs3)nc2n(C)c1=O	1
89	COc1cccc(-n2c(CNC(=O)OC(C)(C)C)n[nH]c2=S)c1	8
90	CCOc1cccc(-c2cc(C(=O)Nc3ccc(S(N)(=O)=O)cc3)c3ccccc3n2)c1	-14
91	CC1(C)C(c2ccccc2)=NC(c2ccccc2)N1O (stereo unspecified)	0
92	O=C(OCc1cc2ccccc2[nH]c1=O)C1CCCO1 (stereo unspecified)	4
93	O=C(OCCOCCN=C1NS(=O)(=O)c2ccccc21)c1ccccc1	-4
94	COC(=O)C1C2C=CC3(CN(CCc4ccccc4)C(=O)C13)O2 (stereo unspecified)	-2
95	COc1cccc(CNC(=O)CCc2cn(C)c3ccccc23)c1	-3
96	O=C(Nc1ccc2ccccc2c1)N1CCN(c2ncccc2C(F)(F)F)CC1	2
97	CCc1cc2c(=O)c(Oc3ccccc3)c(C)oc2cc1OC(C)C	1
98	O=c1oc(C=Cc2ccccc2)nc2scc(-c3cccs3)c12	5
99	CCCOc1ccc(C(O)(CC)CCN2CCCCC2)cc1 (stereo unspecified)	5
100	Cc1ccc(N2C(=O)CSC2c2cc3c(cc2Br)OCO3)cc1 (stereo unspecified)	3

# Four compounds already listed, sorted by heavy-atom count, ascending:
cpd	molecule	14-3-3 PPI
83	O=C(O)c1csc2c1CCCC2	-4
82	CSc1nsc(SC)c1NC(=O)OCC1CCCO1 (stereo unspecified)	-2
88	Cn1c(=O)c2c(SCc3ccc(F)cc3)nc(-c3cccs3)nc2n(C)c1=O	1
85	Cc1cccc2cc(C(c3nnnn3C(C)(C)C)N3CCN(C(=O)c4ccco4)CC3)c(=O)[nH]c12 (stereo unspecified)	0

# (next part)
cpd	molecule	14-3-3 PPI
101	Cn1c(SCC(=O)Nc2ccccc2Cl)nnc1-c1cccnc1	-6
102	CCOc1ccccc1OCc1nn2c(COc3ccccc3)nnc2s1	-3
103	COc1ccc(C(=O)Oc2cccnc2)cc1OC	1
104	CC(=O)Nc1cc(C(=O)N2CCN(C)CC2)ccc1Sc1ccc(F)cc1	-6
105	Cc1cc(-c2[nH]nc3c2C(c2ccsc2)C(C#N)=C(N)O3)c(C)s1 (stereo unspecified)	-13
106	O=C(c1ccccc1)c1cc2c(cc1Cl)OCCO2	-8
107	O=C(c1ccc(-c2ccccc2)cc1)N1CCN(C2CCCCCC2)CC1	-4
108	CC(Sc1nc2ccccc2c(=O)[nH]1)C(=O)Nc1ccccc1F (stereo unspecified)	2
109	O=C1c2ccccc2NC(c2cccc(O)c2)N1c1ccc(F)cc1 (stereo unspecified)	-9
110	COc1ccc(CC(=O)NC2CCN(Cc3nnnn3C(C)(C)C)CC2)cc1OC	-6
111	COc1ccc(C(=O)NCCc2c[nH]c3ccccc23)cc1S(=O)(=O)N1CCOCC1	-6
112	COc1ccc(C2=NN(S(C)(=O)=O)C(c3cc4ccc(OC)cc4nc3Cl)C2)cc1 (stereo unspecified)	-238
113	CCC(=O)Oc1c(Sc2ccc(Cl)cc2)c(C)nn1C(C)(C)C	-1
114	CCCCSc1nc2c(c(=O)[nH]c(=O)n2C)n1C(C)C	-3
115	Cn1c(=O)[nH]c(=O)c2c1nc(N1CCOCC1)n2CCCSc1ncccn1	-11
116	COc1ccc(OC)c(NC(=O)C2CCCN2C(=O)C2CCC(C)CC2)c1 (stereo unspecified)	-8
117	c1ccc2sc(SCCCN3CCCCC3)nc2c1	-2
118	Cc1ccc(/C(O)=C2\C(=O)C(=O)N(Cc3cccnc3)C2c2ccccc2)cc1 (stereo unspecified)	-2
